# Scp-1 inhibitor = blocks human Scp-1 phosphatase activity; actives 0.88% (n = 340,000); inhibition, % at 20 µM; Recombinant Scp1, phosphopeptide, malachite green phosphate absorbance;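 active = inhibition above about 50% at 20 µM, limit read from the data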;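 note: plate controls were DMSO wells with enzyme for no effect and wells lacking enzyme for full effect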
# Target sequence (Q9GZU7 76-261 limits assumed): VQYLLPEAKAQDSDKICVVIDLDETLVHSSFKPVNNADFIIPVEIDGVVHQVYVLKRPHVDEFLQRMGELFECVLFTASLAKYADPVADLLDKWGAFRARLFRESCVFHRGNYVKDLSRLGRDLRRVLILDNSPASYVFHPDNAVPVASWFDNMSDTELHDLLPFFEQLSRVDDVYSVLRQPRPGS
#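 Test system: SCP-1 phosphatase catalytic domain, residues 76-261 | Compound dosing: One concentration, 20 µM, with 1.0% DMSO | Schedule: 45 min room-temperature reaction, 5 min colour, 30 min stabiliser | Detection: Absorbance at 630 nm | Read-out basis: % inhibition of SCP-1 phosphate liberation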
# Rpn11 block = inhibitors of human proteasome Rpn11; O00487; human 26S proteasome, Ub4-pepOG fluorescence polarization; 20S core pre-blocked with epoxomicin; calls only at 20 µM; actives 0.59% (n = 360,000);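 active = inhibition at 20 µM, scaled to each plate's controls, above about 33%, limit read from the data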
# Rin1 Abl inh = blocks binding of human Rin1 to Abl | P00519+Q13671 | TR-FRET Rin1/Abl binding, biochemical | inhibition, % at 7.35 µM | actives 0.4% (n = 360,000); in the data active = inhibition above about 5%, passing the limit was not always enough
# STEP block = blocks human striatal-enriched tyrosine phosphatase. P54829. actives 0.25% (n = 360,000). recombinant STEP, OMFP fluorogenic substrate, fluorescence. inhibition, % at 20 µM;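 active = inhibition at 20 µM, scaled per plate between control wells, above about 37%, limit read from the data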;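 note: 0% = DMSO with enzyme and substrate and 100% = substrate only without enzyme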
# Target sequence (P54829 whole entry, looked up): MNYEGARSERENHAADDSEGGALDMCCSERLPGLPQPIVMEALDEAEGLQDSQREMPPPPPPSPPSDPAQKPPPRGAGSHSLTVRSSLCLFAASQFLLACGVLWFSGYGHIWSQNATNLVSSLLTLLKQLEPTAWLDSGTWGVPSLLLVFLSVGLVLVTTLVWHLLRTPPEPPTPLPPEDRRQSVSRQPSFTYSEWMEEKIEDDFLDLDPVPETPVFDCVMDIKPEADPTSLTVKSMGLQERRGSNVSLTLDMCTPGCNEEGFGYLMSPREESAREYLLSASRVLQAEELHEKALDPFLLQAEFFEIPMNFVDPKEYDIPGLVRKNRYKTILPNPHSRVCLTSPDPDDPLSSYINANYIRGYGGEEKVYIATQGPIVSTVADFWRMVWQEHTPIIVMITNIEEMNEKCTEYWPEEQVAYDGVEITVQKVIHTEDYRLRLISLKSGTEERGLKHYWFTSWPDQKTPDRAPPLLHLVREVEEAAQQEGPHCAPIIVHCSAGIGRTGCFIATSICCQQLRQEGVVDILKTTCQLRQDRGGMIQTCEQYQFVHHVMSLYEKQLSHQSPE
#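 medium = Bis-Tris buffer pH 6.0, 2.5 mM DTT, 0.005% Tween 20 | test system = STEP (striatal-enriched tyrosine phosphatase) enzyme, cell-free | measure = normalized % inhibition | compound dosing = 20 µM, 1% DMSO | also added = 25 µM OMFP | schedule = reaction 20 min, ambient temperature | measured by = fluorescence read at 480 nm ex / 540 nm em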
# LMPTP block = LMPTP (human) inhibition; P24666; recombinant LMPTP-A, OMFP fluorogenic substrate, fluorescence intensity; inhibition, % at 20 µM; actives 0.22% (n = 360,000); AID 651560;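 active = compounds that cut the enzyme signal by at least half of the control window in the single-dose screen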;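 note: plate controls were DMSO wells with enzyme plus substrate for no effect and substrate without enzyme for full effect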
# Target sequence (P24666 whole entry, looked up): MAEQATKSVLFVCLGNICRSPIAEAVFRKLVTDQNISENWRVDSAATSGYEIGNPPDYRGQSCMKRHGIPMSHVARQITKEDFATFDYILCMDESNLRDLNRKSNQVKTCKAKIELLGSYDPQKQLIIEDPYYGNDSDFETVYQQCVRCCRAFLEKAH
#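 Buffer or medium: Bis-Tris pH 6.0, DTT, detergent; Assay system: LMPTP-A enzyme; Quantity: 0.625 nM enzyme; Detection: endpoint fluorescence intensity; Times: 50 min dark incubation at room temperature; Controls: substrate-only low control, DMSO enzyme-plus-substrate high control; Doses: single 20 µM dose; Read-out: percent inhibition versus substrate-only and uninhibited controls; Reagent: 400 µM OMFP.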
# SUMO1 PPI mod = SUMO1-SIM interaction modulation; P63165; SUMO1 binding to a labelled peptide, TR-FRET, 1 h; inhibition, % at 20 µM; actives 0.33% (n = 360,000); in the data active = inhibition above about 37%
# Target sequence (P63165 whole entry, looked up): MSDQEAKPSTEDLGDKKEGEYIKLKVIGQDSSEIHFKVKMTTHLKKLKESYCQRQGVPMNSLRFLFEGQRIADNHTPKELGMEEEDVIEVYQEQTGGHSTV
# NadD inh = blocks S. aureus nicotinate mononucleotide adenylyltransferase; purified NadD enzyme, colorimetric absorbance read-out; inhibition, % at 20 µM; actives 0.78% (n = 360,000); AID 602399; in the data active = inhibition above about 26%; note: some compounds past the cut are filed as inactive
# CSN deneddyl inh = blocks human CSN-mediated cullin deneddylation; Q92905; Purified CSN, SCF-Nedd8-OG deneddylation, fluorescence polarization; inhibition, % at 12.5 µM; actives 0.38% (n = 360,000);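 active = pattern-corrected inhibition above about 35%, with an unprinted fluorescence ratio check between 0.5 and 1.5, limit read from the data, passing the limit was not always enough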;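 note: 0% = enzyme with substrate and 100% = substrate without enzyme; some results filed as inactive read as strong as hits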
#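 Assay system: Purified human Csn5 enzyme expressed in HEK293T cells | Amount: Enzyme 0.24 nM | Measured by: Fluorescence polarization readout | Medium: Tris/NaCl/DTT buffer, pH 7.5 | Compound dosing: One concentration, 12.5 µM, 0.25% DMSO | Times: 90 min incubation of compound, enzyme and substrate at room temperature | Control set: no-enzyme wells high, enzyme-with-substrate wells low | Read-out: % inhibition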
# Neddyl block = inhibitors of human cullin neddylation; P61081+Q13564; TR-FRET cullin neddylation, biochemical; calls only at 25 µM; actives 0.58% (n = 360,000); AID 651699; in the data active = inhibition above about 36%
# DNMT1 block = blocks human DNA methyltransferase DNMT1; inhibition (reported as % activation of signal), % at 10 µM; DNMT1 molecular beacon, Hinp1I cleavage, fluorescence; P26358; actives 0.83% (n = 360,000); in the data active = inhibition above about 50%
# Active calls of the source: *; i = inactive; . = no result given; + = active, no number.
# Below each compound: STEP block	Rin1 Abl inh	SUMO1 PPI mod	LMPTP block	Rpn11 block	Scp-1 inhibitor	CSN deneddyl inh	Neddyl block	DNMT1 block	NadD inh
(1) COCCSc1ccccc1C(=O)N1CCOCC1
    -6	1	2	-1.1	i	-11	1	i	0	-6
(2) Cc1nc2sc(C(N)=O)c(N)c2c2c1CCCC2
    3	-4	-8	-0.2	i	-10	-2	i	-2	-2
(3) CCO/C=C1/C(=O)N(C(C)=O)c2ccccc21
    -1	-4	-7	-0.6	i	0	0	i	2	0
(4) CCOC(=O)c1sc(=S)n(-c2ccccc2)c1N
    -1	-2	-23	-1.3	i	0	-2	i	-2	-9
(5) CCc1nnc(SCC(=O)Nc2nc(C)c(C(=O)N(C)C)s2)n1CC
    0	-1	1	-0.5	i	-2	-1	i	3	-5
(6) O=C(CSc1ccccc1)NC1CC1
    13	-4	2	-2.1	i	.	3	i	8	-5
(7) Cc1nnc(NC(=O)c2cccc(S(=O)(=O)N3CCN(C)CC3)c2)s1
    4	-3	6	0.2	i	17	1	i	8	0
(8) N#Cc1ccccc1S(=O)(=O)N1CCN(C(=O)c2cc3c(s2)CCC3)CC1
    28	-1	10	42	i	98*	4	i	56*	-3
(9) COc1cccc(CNC(=O)C2CCCN(c3nc4ccccc4o3)C2)c1 (stereo not drawn)
    1	0	-1	0.2	i	-1	5	i	-5	1
(10) CSc1nn(-c2ccc(C(=O)OCC(=O)NC(=O)NC(C)C)cc2)c(=S)s1
    1	1	-2	1.4	i	-7	-5	i	-8	-9
(11) O=C1NCCCc2nonc21
    -3	-1	0	-7.7	i	-4	4	i	0	-3
(12) COc1ccc(C2(C(=O)NCc3ccco3)CCCC2)cc1OC
    0	0	2	-1.9	i	2	-1	i	1	-3
(13) CCCCC(O)CN1CCC(c2ccccc2)CC1 (stereo not drawn)
    0	0	0	-0.2	i	-1	4	i	3	-4
(14) CC(C)Cc1nnc(NC(=O)CCC(=O)N2CCN(c3ccccc3)CC2)s1
    -7	4	1	-0.1	i	14	-2	i	0	0
(15) CCCCN1CC(=O)N2[C@@H]3c4cc(Br)ccc4OC[C@@H]3[C@H](C(=O)OCC)[C@]2(C)C1=O
    -2	1	3	-0.8	i	13	-13	i	3	-1
(16) Cc1nc2cc(NS(=O)(=O)c3cccc4cccnc34)ccc2s1
    -1	0	3	0.6	i	2	0	i	10	2
(17) CN(C)/C=C/C(=O)c1ccncc1
    -2	1	-7	-0.3	i	-9	4	i	-2	-5
(18) CCNC(=S)N(Cc1cc2c(C)ccc(C)c2[nH]c1=O)C1CCCC1
    0	-1	-3	0.2	i	2	-3	i	1	3
(19) Cc1ccc(NC(=O)CSc2ncn[nH]2)c([N+](=O)[O-])c1
    -2	-4	-33	-1.7	i	0	1	i	6	-2
(20) Cc1ccc(/C=N/NC(=O)CSc2nc3ccccc3[nH]2)o1
    2	-2	-16	-1.3	i	1	1	i	1	-4

# Records listed so far marked active in DNMT1 block:
No. | structure | Rin1 Abl inh | SUMO1 PPI mod | LMPTP block | Rpn11 block | Scp-1 inhibitor | CSN deneddyl inh | Neddyl block | DNMT1 block | NadD inh
8 | N#Cc1ccccc1S(=O)(=O)N1CCN(C(=O)c2cc3c(s2)CCC3)CC1 | -1 | 10 | 42 | i | 98* | 4 | i | 56* | -3

# Quoted at random: three records from the list
# Below each compound: STEP block	Rin1 Abl inh	SUMO1 PPI mod	LMPTP block	Rpn11 block	Scp-1 inhibitor	CSN deneddyl inh	Neddyl block	DNMT1 block	NadD inh
(2) Cc1nc2sc(C(N)=O)c(N)c2c2c1CCCC2
    3	-4	-8	-0.2	i	-10	-2	i	-2	-2
(10) CSc1nn(-c2ccc(C(=O)OCC(=O)NC(=O)NC(C)C)cc2)c(=S)s1
    1	1	-2	1.4	i	-7	-5	i	-8	-9
(5) CCc1nnc(SCC(=O)Nc2nc(C)c(C(=O)N(C)C)s2)n1CC
    0	-1	1	-0.5	i	-2	-1	i	3	-5

# The results go on.
# Below each compound: STEP block	Rin1 Abl inh	SUMO1 PPI mod	LMPTP block	Rpn11 block	Scp-1 inhibitor	CSN deneddyl inh	Neddyl block	DNMT1 block	NadD inh
(21) O=C(CNS(=O)(=O)c1ccc2ccccc2c1)OCc1nnc(-c2ccccc2)o1
    1	4	-2	0.0	i	-5	-1	i	-1	8
(22) CC1CCC/C(=C\Nc2ccc(C(=O)O)c(O)c2)C1=O (stereo not drawn)
    1	-2	21	-0.6	i	4	7	i	0	-2
(23) Cc1cc(-c2ccccc2)c2nncn2n1
    -2	0	-20	-1.6	i	3	-8	+	3	5
(24) Cc1cc(C)c(NC(=O)/C(=C/c2ccco2)c2ccccc2)c(C)c1
    0	-2	0	1.0	i	-9	2	i	-3	-4
(25) COc1ccccc1Oc1cc(C#N)c(C#N)cc1-n1nnc2ccccc21
    0	-2	-9	3.5	i	-11	9	i	-2	-5
(26) O=c1[nH]cnc(O)c1C(c1ccc([N+](=O)[O-])cc1)c1c(O)nc[nH]c1=O
    -1	-2	-10	-1.0	i	-5	0	i	1	1
(27) CCOc1ccccc1C1CC(=O)Nc2cc(OC)c(OC)c(OC)c21 (stereo not drawn)
    2	-1	0	0.1	i	-16	4	i	-1	-5
(28) COc1ccc(OC)c(C(=O)CSc2nc3ccccc3n2CC(=O)NC(C)(C)C)c1
    2	4	-2	-1.1	i	1	-3	i	-2	3
(29) c1ccc(CCNc2nc(-c3ccncc3)nc3ccccc23)cc1
    0	-2	4	11	i	-14	0	i	11	-1
(30) CSc1ccc(CCNC(=O)CN2C(=O)CCSc3ccccc32)cc1
    1	1	-1	-0.3	i	-16	1	i	-1	-6
(31) CCCc1nc2ccccc2c(C(=O)OCC(=O)Nc2c(C)n(C)n(-c3ccccc3)c2=O)c1CC
    -2	-4	3	-0.8	i	-5	-20	i	-1	4
(32) O=C(Nc1ccc2nc(N3CCOCC3)sc2c1)c1ccccc1
    2	2	8	-0.2	i	-6	2	i	-8	1
(33) CCOC(=O)C1=C(C)OC(N)=C(C#N)C1c1ccoc1 (stereo not drawn)
    0	-2	-2	0.0	i	3	-5	i	-4	5
(34) C=C1C[C@H](O[C@@H]2O[C@H](CO)[C@@H](O)[C@H](O)[C@H]2O)[C@@H]2[C@H](OC(=O)[C@H]2C)[C@H]2[C@H](C)[C@H](O)C[C@@H]12
    -1	0	8	-0.9	i	-8	-4	i	-2	-1
(35) CC(Sc1nnc(NC2CC2)s1)C(=O)Nc1ccc(S(N)(=O)=O)cc1 (stereo not drawn)
    5	-1	4	-0.6	i	-7	1	i	4	-1
(36) COC(=O)CN(c1ccc(F)cc1)S(=O)(=O)c1ccc2c(c1)OCCO2
    -2	2	0	-1.7	i	-11	3	i	5	-4
(37) CCCCC[C@H](O)/C=C/[C@@H]1[C@@H](C/C=C\CCCC(=O)O)[C@H]2CO[C@@H]1C2
    -4	-1	0	-1.3	i	1	0	i	22	-7
(38) Cc1cc(C)n2nc(C(=O)N3CCOCC3)nc2n1
    0	3	0	-1.5	i	-4	1	i	4	1
(39) Cc1nn(-c2ccccc2)c(C)c1/C=N/NC(=O)CSc1nnc(SCc2ccccc2Cl)s1
    5	2	2	2.9	i	2	2	i	-9	5
(40) CC1(C)NC(=O)N(CC(O)COc2ccccc2[N+](=O)[O-])C1=O (stereo not drawn)
    -2	0	-5	-2.1	i	-6	-7	i	0	4

# The final four compounds of the part above open the next one.
# Below each compound: STEP block	Rin1 Abl inh	SUMO1 PPI mod	LMPTP block	Rpn11 block	Scp-1 inhibitor	CSN deneddyl inh	Neddyl block	DNMT1 block	NadD inh
(37) CCCCC[C@H](O)/C=C/[C@@H]1[C@@H](C/C=C\CCCC(=O)O)[C@H]2CO[C@@H]1C2
    -4	-1	0	-1.3	i	1	0	i	22	-7
(38) Cc1cc(C)n2nc(C(=O)N3CCOCC3)nc2n1
    0	3	0	-1.5	i	-4	1	i	4	1
(39) Cc1nn(-c2ccccc2)c(C)c1/C=N/NC(=O)CSc1nnc(SCc2ccccc2Cl)s1
    5	2	2	2.9	i	2	2	i	-9	5
(40) CC1(C)NC(=O)N(CC(O)COc2ccccc2[N+](=O)[O-])C1=O (stereo not drawn)
    -2	0	-5	-2.1	i	-6	-7	i	0	4
(41) COP(=O)(OC)C(NC(=O)Nc1ccccc1)c1ccccc1 (stereo not drawn)
    -3	-1	0	-1.8	i	-9	0	i	-1	-3
(42) COc1ccc(S(=O)(=O)N2CCCCC2)cc1NC(=O)c1ccc(=O)[nH]c1
    1	1	5	-0.5	i	1	3	i	2	7
(43) COc1ccccc1NC(=S)NC(NC(=O)CC(C)C)C(Cl)(Cl)Cl (stereo not drawn)
    7	0	2	-0.1	i	-3	-4	i	-1	0
(44) COc1ccc(C(CNC(=O)CCNS(=O)(=O)c2ccc(Br)cc2)N2CCOCC2)cc1 (stereo not drawn)
    3	0	2	-3.8	i	-10	-2	i	0	-8
(45) CC(C)NC(=O)c1onc(CSc2ccc(F)c(F)c2)c1C(=O)O
    2	3	1	-1.3	i	0	2	i	4	13
(46) Nc1nnnn1/N=C/C=C/c1ccccc1
    7	-2	-24	-1.8	i	-13	-1	i	3	1
(47) CC(C)CN1C(=O)CN(S(C)(=O)=O)CC1(C)C(=O)NCc1ccccc1 (stereo not drawn)
    .	.	-4	-0.5	.	.	-2	i	.	.
(48) COc1ccc(-c2nnc(SCC(=O)c3ccc[nH]3)n2-c2ccccc2)cc1
    -1	-3	1	3.0	i	0	6	i	-3	10
(49) Cc1ccc(CNC(=O)C2CC(=O)N(C3CCCCCCC3)C2)cc1 (stereo not drawn)
    3	-1	1	-0.1	i	3	2	i	1	-3
(50) COCCn1c(C)cc(C(=O)CSc2ncnc3sc4c(c23)CCC4)c1C
    2	-1	-4	0.7	i	-5	-3	i	3	6
(51) Cc1sc2ncnc(SCC(=O)Nc3nc(-c4ccc(F)c(F)c4)cs3)c2c1C
    2	3	3	3.2	i	-1	-3	i	42	2
(52) CC(C)(C)c1ccc(-c2nn(CCC#N)cc2/C=N/O)cc1
    -1	-2	-1	0.1	i	-4	-1	i	1	-3
(53) CCOC(=O)C1CCCN(C(=O)c2sc3nc(-c4ccc(F)cc4)cn3c2C)C1 (stereo not drawn)
    -3	4	2	0.1	i	-4	2	i	-6	7
(54) Cn1c(=O)n(CC(=O)Nc2ccccc2)c2ccccc21
    -2	-2	2	-1.9	i	1	-5	i	1	-8
(55) CC(C)O/N=C1\C(=O)N(c2ccccc2)c2ccccc21
    2	1	-17	2.3	i	-13	-1	i	1	-10

# Screening results (PubChem BioAssay)
